High-throughput results from PubChem.
CaV13 ICDI inh – Disruptors of the CACNA1D IQ motif to Ca2+-dependent inactivation inhibitor domain association, primary screening, Förster resonance energy transfer in intact living …; inhibition, % at 12.3 µM; hit rate 0.098% among 340,000; HEK cells, CFP/YFP FRET ICDI-IQ, plate reader, 10 min; percent FRET-ratio fall versus neutral wells;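 active = mean replicate inhibition of at least 30% and at least 1% of replicates passing that level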;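 also: 0% = median of the neutral control wells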
PDI turbidity – inhibitors of human protein disulfide isomerase. P07237. PDI insulin aggregation turbidity, A650, 90 min. inhibition, % at 10 µM. hit rate 0.052% among 350,000. AID 588391;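 active = mean inhibition across replicates of 30% or more, whatever share of single replicates reach that level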;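 also: absorbance from insulin aggregation driven by PDI reduction with DTT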
Target sequence (P07237 whole entry, looked up): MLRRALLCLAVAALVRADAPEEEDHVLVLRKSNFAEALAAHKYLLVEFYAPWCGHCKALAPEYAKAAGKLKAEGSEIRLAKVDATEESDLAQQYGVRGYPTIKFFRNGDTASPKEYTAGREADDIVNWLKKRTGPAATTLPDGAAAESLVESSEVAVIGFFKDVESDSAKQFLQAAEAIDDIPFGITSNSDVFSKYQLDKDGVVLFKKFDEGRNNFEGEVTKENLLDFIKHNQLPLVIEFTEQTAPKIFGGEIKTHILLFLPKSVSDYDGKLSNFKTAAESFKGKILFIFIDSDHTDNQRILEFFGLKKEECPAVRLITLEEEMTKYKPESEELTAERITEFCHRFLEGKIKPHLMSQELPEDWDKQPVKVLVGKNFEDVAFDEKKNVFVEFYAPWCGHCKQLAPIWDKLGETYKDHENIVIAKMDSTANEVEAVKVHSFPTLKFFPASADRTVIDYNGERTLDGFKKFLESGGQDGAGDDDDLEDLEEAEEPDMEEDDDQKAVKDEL
NR2E3 ag-1 – NR2E3 (human) agonism | Q9Y5X4 | GST-NR2E3/biotin-RetCOR TR-FRET, 1536-well | inhibition of corepressor binding, % at 4.78 µM | hit rate 0.12% among 320,000 | AID 2300;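 active = percent inhibition above the cutoff of mean plus 3 SD of all tested compounds, set per screening campaign, cut at about 20% in these data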;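 also: 0% = DMSO wells and 100% = biotin wells as full block of FRET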
Target sequence (Q9Y5X4 whole entry, looked up): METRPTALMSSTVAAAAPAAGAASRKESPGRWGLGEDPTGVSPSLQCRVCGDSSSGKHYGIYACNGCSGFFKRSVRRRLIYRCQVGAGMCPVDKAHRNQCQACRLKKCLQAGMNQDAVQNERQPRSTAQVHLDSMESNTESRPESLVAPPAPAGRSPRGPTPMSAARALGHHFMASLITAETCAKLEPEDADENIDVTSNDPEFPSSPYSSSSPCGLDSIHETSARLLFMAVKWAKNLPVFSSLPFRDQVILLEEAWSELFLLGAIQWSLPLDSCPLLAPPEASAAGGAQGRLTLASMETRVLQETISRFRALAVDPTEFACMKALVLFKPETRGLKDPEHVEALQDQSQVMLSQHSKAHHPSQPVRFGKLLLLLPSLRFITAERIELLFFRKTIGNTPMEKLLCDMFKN
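System: GST-tagged NR2E3 plus biotinylated RetCOR corepressor; Buffer or medium: pH 7.5 Tris-based buffer; Probe or stimulus: RetCOR corepressor, biotinylated, 7 nM; Doses: compound at 4.8 µM, single dose; Schedule: 5 h incubation at 4 °C; Technique: time-resolved FRET; Evaluation: percent inhibition of TR-FRET ratio; Replication: one well per compound, singlicate testing.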
Peg3 promoter – inhibitors of Peg3 promoter | HeLa PEG-Prom luciferase reporter, luminescence, overnight | inhibition, % at 20 µM | hit rate 1.7% among 360,000 | AID 588405;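 active = inhibition of at least 50% at 20 µM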
aDG glyco up – increases alpha dystroglycan glycosylation. Pro5-aDG cells, alpha-DG glycosylation AlphaScreen (IIH6); 0% Pro5, 100% B10-LARGE cell signal. hit rate 0.22% among 360,000. activation, % at 10 µM. AID 624168;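 active = activation of at least 8% versus controls, or a plate z-score of at least 8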;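 also: Pro5 are CHO cells carrying HIG-tagged alpha-DG that lacks glycosylation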
NR2E3 ag-2 – agonists of human NR2E3 nuclear receptor. hit rate 0.35% among 360,000. AID 602229. CHO-S Gal4-NCOR/VP16-NR2E3 two-hybrid, luciferase. inhibition of corepressor binding, % at 3.98 µM. Q9Y5X4;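 active = inhibition above the mean of all tested compounds plus 3 SD, cut at about 70% in these data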;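 also: 0% = DMSO with NR2E3 transfected cells and 100% = cells lacking NR2E3 construct; higher means lower luciferase signal from less NR2E3 corepressor binding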
Vif imaging – blocks HIV Vif function; AID 602346; HEK293T cells, Vif self-association by quenched fluorescence, imaging, 24 h; inhibition, % at 7.49 µM; hit rate 0.35% among 340,000; in the data active = inhibition above about 50%, passing the limit was not always enough; also: some results filed as inactive read as strong as hits
Exocytosis inh – lytic granule exocytosis inhibition | TALL-104 LAMP-1 surface exposure, flow cytometry; cells stimulated with thapsigargin and PMA | AID 651702 | inhibition, % at 10 µM | hit rate 0.66% among 360,000;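 active = inhibition above about 55%, limit read from the data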
MITF TRPM1 inh – reduces MITF-dependent TRPM1 promoter luciferase signal; SK-MEL-5 TRPM1 promoter luciferase, 24 h; inhibition, % at 12.5 µM; hit rate 0.83% among 330,000; AID 488899;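 active = mean inhibition across replicates of 60% or more, whatever share of single replicates reaches that level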; also: values of inactives mirror those of a sister screen read the other way
HIF-2a block – inhibitors of HIF-2a; 786-0 RCC cells HIF-2a reporter, luciferase luminescence, overnight; hit rate 0.72% among 360,000; inhibition, % at 18.8 µM;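 active = inhibition of the luminescence signal of 40% or more relative to plate controls, in a single-dose primary screen at 18.75 µM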
hiPSC survival – enhancers of human iPSC single-cell survival; hiPSC single-cell survival, ATPlite luminescence; 100% = ROCK inhibitor wells, 0% = DMSO; survival enhancement, % at 20 µM; hit rate 0.044% among 360,000; AID 602274; in the data active = survival enhancement above about 18%;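 also: cells exposed to compounds for 16 hours before the ATP read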
* = called active by the depositor; . = not tested or not shown.

Values run as follows: CaV13 ICDI inh, PDI turbidity, NR2E3 ag-1, Peg3 promoter, aDG glyco up, NR2E3 ag-2, Vif imaging, Exocytosis inh, MITF TRPM1 inh, HIF-2a block, hiPSC survival
C[C@@H](NC(=O)[C@@H]1CCCN1C(=O)[C@@H]1CCCN1C(=O)c1ccccc1)c1ccccc1
    -11, ., ., ., -0.2, 20, ., -4, ., 12, -0.7
O=C(/C=C/c1cccs1)c1cc(Cl)ccc1OC(=O)N1CCOCC1
    -6, 10, 0, 41, 0.3, -9, 9, 0, 13, 20, -1.3
C#CCOCCOCCOCCNc1nc(N2CCN(C(=O)CCCCCCCCCCNC(=O)Cn3cc(C[C@@H](C)O)nn3)CC2)nc(N2CCN(C(=O)CCCCCCCCCCNC(=O)[C@@H]([C@H](C)CC)n3cc(CCCCCN)nn3)CC2)n1
    ., 3, 0, 101*, -0.2, 12, -4, 0, 99*, 1, -1.8
COc1ccc(OC)c(-c2nnc(SCC(=O)NC3CCCCC3)o2)c1
    -2, ., -3, -1, 0.0, -1, 8, 0, -5, -16, -0.9
CCCCOc1ccccc1C(=O)NCC(=O)O
    -10, -1, 2, 6, 0.0, -4, 0, 2, 6, 6, 0.8
CCOc1ccc(CNCCNC(=O)c2nonc2N)cc1
    -7, -2, 0, 11, -0.2, 5, -7, -4, 0, 10, -1.1
NNC(=O)CNC(c1ccccc1)c1cc(Br)ccc1NC(=O)CCN1CCOCC1 (configuration not stated)
    -2, -4, -2, 4, 0.1, -9, 6, 2, -5, 22, -1.5
Cc1cc(C(=O)NCCc2ccc(Cl)cc2)n(-c2ccccc2)n1
    2, 0, -1, 23, 0.1, -7, -1, 1, -14, 9, 0.1
COc1cccc(/C=N/Nc2snc(SC)c2C#N)c1O
    -4, 3, 2, -172, 0.9, -47, -7, 7, -8, -273, -0.8
CCCOc1ccc(-c2nc(-c3ccc([N+](=O)[O-])cc3)cs2)cc1
    -3, -7, 1, -56, -0.1, -24, 1, -13, -2, -20, -0.3
Cc1nc(NCCO)c2nnn(Cc3ccccc3F)c2n1
    ., 0, 4, -2, 0.0, -1, 17, 0, 5, 4, 2.8
CC(=O)c1ccc(-n2c(SCC(=O)c3c[nH]c4ccccc34)nc3ccccc3c2=O)cc1
    -5, -1, 1, 40, 0.0, 2, 0, 0, 7, -6, -0.8
O=C(O)c1ccc(S(=O)(=O)Cc2ccccc2)cc1
    -3, 5, 0, 1, 0.0, -5, 21, -9, 6, 5, -1.6
CSc1ccccc1C(=O)NCc1ccc2c(c1)OCO2
    -7, 10, 2, 6, -0.3, -6, 14, -3, 12, -9, 5.8
COC(=O)CCCCCCCCC(=O)Nc1nc2ccccc2s1
    -5, 9, 2, -19, 0.0, 1, -11, -1, 2, -4, -0.9
O=C(Nc1ccc(C(F)(F)F)cc1)C1CCCN1S(=O)(=O)c1cccc2cccnc12 (configuration not stated)
    -8, -4, 4, 15, 0.4, -4, -7, 6, 15, 20, 0.8
Cc1ccccc1C(=O)Oc1cc(N)n(S(C)(=O)=O)n1
    -4, -3, 1, 3, 0.6, 6, -2, 1, 2, 11, -0.3
Cc1cccc(C)c1NC(=O)CCn1cnc2ccccc2c1=O
    4, 5, -1, 1, 0.0, -15, -2, 2, -2, 8, 0.1
Cc1ccc(C(=O)Nc2ccccc2SCC2CSc3nc4ccccc4c(=O)n32)cc1 (configuration not stated)
    0, 25, 6, -7, 0.5, -56, -1, -4, -7, -23, 0.6
COc1ccc(-c2oc3cccnc3c2-c2ccc(OC)nc2)cc1
    -9, -4, -2, -52, 0.1, -23, 15, -6, -35, -109, -0.1
CN1CCN(C(=S)c2cn(Cc3ccccc3F)c3ccccc23)CC1
    16, -3, 6, 24, 0.1, -7, -5, 1, 9, 0, -1.0
COC(=O)C1(O)CC(C(C)C)=NN1C(=O)c1ccccc1 (configuration not stated)
    -3, 1, 0, 2, -0.2, -3, 5, -2, 9, 6, 0.4
CC(=O)c1c(O)cc(C)n(-c2ccc(F)cc2)c1=O
    -3, 7, 5, -12, -0.4, 3, 24, -2, 1, 2, 0.2
Cc1ccc2c(c1)[C@H]1[C@H](CO2)[C@H](c2ccccc2)[C@]2(C)C(=O)N(CC3CCCO3)CC(=O)N12 (some centres not stated)
    -4, 7, ., -16, 0.1, -10, -4, 1, 0, 9, 1.0
O=S(=O)(c1ccc(-c2ccno2)s1)N1CCCCC1
    ., -2, -3, 21, -0.1, -21, -5, -2, -14, 9, -0.4
Cc1nc(SCC(=O)NCc2ccco2)c2c(=O)n(C)c(=O)n(CC(C)C)c2n1
    ., -13, 3, 23, 0.0, -11, 0, 9, 3, 12, 0.2
COc1ccc(-c2nnc(NC(=O)c3ccc([N+](=O)[O-])o3)o2)c(OC)c1
    ., 1, 3, 5, -0.1, -1, -3, -11, 48, 5, 0.2
COc1ccc2c(c1)[C@@H]1[C@H](CO2)[C@H](c2ccccc2)[C@]2(C)C(=O)NCC(=O)N12
    -11, 10, 0, 5, 0.0, -33, 2, -3, 5, 11, -3.5
COC(=O)c1nnn(-c2ccsc2C(=O)OC)c1C(=O)OC
    5, -2, -2, 12, -0.1, -9, 25, -11, 4, 7, -0.2
CCc1ccccc1NC(=O)CN1CCN(C(=O)CNC(=O)Cc2cccc3ccccc23)CC1
    -6, 9, 0, 0, 0.4, 16, ., 3, 4, 7, -1.8
O=S(=O)(c1ccccc1)N1N=C(c2ccccc2)CC1c1ccccc1F (configuration not stated)
    -4, -2, -1, 49, 0.1, -8, -17, 0, 14, 0, -0.1
O=C(c1cccc(S(=O)(=O)N2CCOCC2)c1)N1CCCC(C(F)(F)F)C1 (configuration not stated)
    -5, -2, -3, 1, 0.1, 7, -15, 2, -3, 1, 0.8
CCCC[C@@H]1CNC(=O)C(=O)N1CCc1cccc(F)c1
    -12, ., ., ., -0.3, -14, ., 2, ., 17, -1.3
O=c1cc(CN2CCN(S(=O)(=O)c3ccccc3)CC2)nc2ccc(Cl)cn12
    -19, -6, 0, 1, -0.2, -12, -1, 2, 11, 10, -0.4
CC1c2[nH]c3ccccc3c2C[C@H]2C(=O)N(CCCO)CC(=O)N12 (some centres not stated)
    -3, -16, 3, 11, -0.1, -49, -7, -4, 5, 15, -0.5
Cc1cc(C)nc(SCC(=O)OCC(=O)N(C)c2c(N)n(Cc3ccccc3)c(=O)[nH]c2=O)n1
    -5, -2, 4, 4, -0.1, -22, ., -3, 2, 1, 0.8
COC(=O)CCC(=O)OC1(C)C(=O)C=C2C=C(C3CC3)N(CCN3CCOCC3)C=C2C1=O (configuration not stated)
    -4, -1, 3, -23, -0.3, -24, -2, 4, -1, 10, 1.9
CCNC(=S)Nc1cc2oc3ccccc3c2cc1OC
    ., 10, 1, -56, 0.2, -21, 1, -15, 1, -59, -0.4
CC1CCCN(S(=O)(=O)c2ccc(NC(=O)C3CCN(C(=O)C(C)(C)C)CC3)cc2)C1 (configuration not stated)
    -5, -1, 4, 4, 0.3, -2, 0, 0, ., 5, -0.9
CCC(C)NC(=O)CCC(=O)Nc1ccc2nc(N3CCOCC3)cc(C)c2c1 (configuration not stated)
    -4, 9, 3, -25, -0.1, -5, -1, 0, -15, -49, -0.7
O=C(CCCOc1ccc(Cl)cc1Cl)NCCCn1ccnc1
    -5, -7, 1, 14, 0.1, -46, -11, 8, -2, 16, 3.6
CCN1C[C@@H]2[C@@H]3C(=O)N(Cc4ccccc4)C(=O)[C@@H]3[C@](C)(C(=O)OC)N2C1=NC
    ., -3, ., -6, 0.0, -3, -2, 0, 2, 11, 3.8
O=C(CSc1ncccn1)NCCc1ccccc1
    -5, 4, 1, -5, -0.1, -30, -4, -3, -5, -10, 0.1
Cn1c(NCCc2ccccc2)cc(=O)n(C)c1=O
    ., 2, 2, -97, 2.6, -12, 4, 0, -3, -48, -3.7
Cn1nc(C(C)(C)C)c(NC(=O)c2sccc2Cl)c1C(C)(C)C
    -4, -3, 4, 6, 0.1, -30, 5, 5, -2, 23, -0.6
COc1cc(C(=O)Nc2ccccc2N2CCOCC2)ccc1OCc1c(C)noc1C
    -4, 18, -2, 15, 0.0, 16, 4, 0, -6, -5, 0.0
CC(=O)Nc1c2c(nn1-c1cccc(Cl)c1)CS(=O)(=O)C2
    -2, -6, -1, -5, 0.0, 1, 4, -3, -8, 15, -0.1
COc1cccc(-c2nnn(CC(=O)O)n2)c1
    -5, -4, 3, 10, -0.1, -10, -2, 4, -6, 7, 1.7
O=C(Nc1ccc(C(=O)N2CCCC2)cc1)c1ccc2c(c1)OCO2
    -8, 5, 4, -82, 0.0, -2, ., 2, -52, -169, -1.0
CCCc1cc(N2CCCC(C(=O)Nc3ccc(OC)cc3OC)C2)n2ncnc2n1 (configuration not stated)
    -7, -4, -2, 15, -0.1, 14, -6, 0, -5, 12, -4.9
Cc1cc(=O)n(-c2ccc3ccccc3n2)[nH]1
    -3, 4, 3, -18, -0.2, 13, 3, 3, 7, -25, -1.6
CC1CCC(NC(=O)CCNC(=O)c2ccccc2)CC1 (configuration not stated)
    4, 1, 1, -11, -0.1, 23, 8, -2, 4, -7, -0.7
COc1ccc(C(=O)NNC(=O)c2ccc3ccccc3n2)cc1
    -2, -7, -1, -90, 0.2, -6, -11, 2, 20, -114, 3.5
Cc1cc(C)c2nc(SCC(=O)Nc3cc(C)on3)c(C)cc2c1
    -7, 0, 0, 2, 0.2, -11, 12, 5, 14, 2, 0.0
COC(=O)c1cc2c(cc1[N+](=O)[O-])OCO2
    2, 6, -5, 2, -0.6, 15, -12, 3, 3, 17, -1.8
Cc1sc2nc(CSc3ccccc3)nc(N3CCOCC3)c2c1C
    -3, -1, 5, 24, 0.0, -16, -2, -4, 3, 10, 0.7
Cc1onc(C(=O)NC(C)c2ccccc2)c1[N+](=O)[O-] (configuration not stated)
    -2, -9, -3, 1, 0.3, -19, 4, 1, -18, 16, -0.6
Cc1ccc([N+](=O)[O-])cc1NC(=O)C(C)N1CCCCC1 (configuration not stated)
    0, -3, -4, 8, 0.0, 9, 12, -2, 7, 13, -0.9
C=C(C)Cn1c(CCNC(=O)C(C)(C)C)nc2ccccc21
    -6, 0, -5, 23, 0.1, 6, -1, -1, 0, 20, 2.2
OC(c1ccccc1)C(O)c1ccccc1 (configuration not stated)
    -5, -4, 0, 9, 0.4, -5, -4, 0, ., 18, 0.8

Following part:
Values run as follows: CaV13 ICDI inh, PDI turbidity, NR2E3 ag-1, Peg3 promoter, aDG glyco up, NR2E3 ag-2, Vif imaging, Exocytosis inh, MITF TRPM1 inh, HIF-2a block, hiPSC survival
Cc1c(OC(C)C(=O)NCc2ccccn2)ccc2c3c(c(=O)oc12)CCC3 (configuration not stated)
    -6, 8, 1, 7, 0.0, -12, 3, -2, 0, -2, 0.3
Cc1ccccc1NC(=O)NCCCCc1ccccc1
    -2, 4, 0, -63, 0.1, -6, 16, 2, -9, -98, -0.4
Cc1nc2sc(C(c3ccco3)N3CCN(c4ccccc4)CC3)c(O)n2n1 (configuration not stated)
    -6, ., 2, 1, -0.7, -9, 7, 4, ., -2, 2.1
CCOc1ccc(Br)cc1S(=O)(=O)Nc1ccc(N2CCOCC2)cc1
    -5, 3, -2, 11, 0.0, 12, 6, 3, -1, 12, -2.7
